# Screening data as filed in PubChem.
# TSG101-PTAP inh – blocks PTAP/TSG101 interaction to inhibit HIV-1 budding | Fluorescence polarization, FITC-PTAP peptide / Tsg101 binding | 340,000 tested, under 10 active | Potency, µM (top dose mostly 115 µM), for inactives: top-dose activity change, negative = inhibition, most hits filed as inhibitors; active = well fitted inhibition curve with a large enough effect in the main read-out, with a control signal flat, not every such curve was filed as active; inconclusive = small, poorly fitted or top-dose-only effect, or effect the other way, or a change in a side signal; inactive = no such curve, though single readings can be large or run the other way; note: potency is the fitted concentration of half-maximal effect; % of control where 0% means no effect
# Target sequence (Q99816 whole entry, looked up): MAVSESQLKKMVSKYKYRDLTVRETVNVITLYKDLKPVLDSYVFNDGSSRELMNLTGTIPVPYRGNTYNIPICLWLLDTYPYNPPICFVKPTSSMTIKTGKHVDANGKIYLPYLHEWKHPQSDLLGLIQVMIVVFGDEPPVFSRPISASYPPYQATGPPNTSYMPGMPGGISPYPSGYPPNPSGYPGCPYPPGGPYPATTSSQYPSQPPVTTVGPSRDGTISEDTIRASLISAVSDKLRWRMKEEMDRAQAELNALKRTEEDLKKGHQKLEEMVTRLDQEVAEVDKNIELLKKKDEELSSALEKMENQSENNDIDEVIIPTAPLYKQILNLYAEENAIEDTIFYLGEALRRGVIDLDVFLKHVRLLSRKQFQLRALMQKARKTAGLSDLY
#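 Fluorescence polarization binding of Tsg101 binding domain (10 uM final) to FITC-labeled PTAP peptide (50 nM final) in HEPES pH 7.5 buffer with NaCl, Tween 20, EDTA, TCEP. Compounds added before peptide; binding 20 min at RT.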
# a7 integrin act – activators of alpha7 integrin expression for muscular dystrophy | alpha7betagal myoblasts, beta-gal FDG fluorescence, 48 h | Potency, µM (highest dose often 38.3 µM), without a hit: at the top dose activation, actives largely listed as activators | actives 0.064% (n = 350,000);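 note: potency is the fitted concentration of half-maximal effect; 100% = response of the positive control SU9516; nearly all actives have a fitted effect of over 60% in size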
#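 alpha7betagal+/- myoblasts (passage 13, 250/well) treated 48 h at 37C with compounds at 1:260 dilution of DMSO stock. Lysed, then beta-galactosidase activity read as FDG fluorescence (ex 480/em 540) after 30 min, with pre-read for autofluorescence.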
# TCR act – T cell receptor activation; Potency, µM (top dose mostly 9.22 µM), inactives show at the top dose activation of IL-2 secretion, most hits filed as activators; 330,000 tested, under 10 active; primary human leukocytes, anti-CD3, IL-2 HTRF, 48 h; note: % of control where 0% means no effect
#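 Activity was scored as IL-2 release from primary human leukocytes given only a TCR signal (a-CD3 beads) plus compound for 48 hr. Detection used a two-antibody HTRF format read at 665nm.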
# p53 reactivator – re-activators of mutant p53; AID 504706; actives 0.063% (n = 320,000); H1299 p53-A138V BP100-luciferase reporter, luminescence, 24 h; Potency, µM (top dose mostly 92.2 µM), for the others: top-dose activity change, positive = activation, actives largely listed as activators; note: potency is the fitted concentration of half-maximal effect; % of control where 0% means no effect; nearly all actives have a fitted effect of over 45% in size
#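 p53-null H1299 cells stably carrying temperature-sensitive p53-A138V and a BP100-luciferase reporter were pinned with compounds (4-point, 1:5 series) and held 24 hrs at 37 deg C. Luminescence was read 10 min after detection reagent.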
# TRPV1 ag – agonists of human vanilloid receptor 1 (TRPV1); TRPV1-expressing cells, Fluo-8 calcium influx, agonist mode; activation, % at 8.33 µM; Q8NER1; actives 0.19% (n = 320,000); in the data active = activation above about 80%; inconclusive = between about 30% and that limit; note: 0% is about no effect
#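 Cells expressing TRPV1 were dye-loaded with Fluo-8 and read kinetically: 10 s baseline, 3 min after compound (agonist portion), then 2 min after EC20 capsaicin (allosteric enhancer portion). Calcium-bound dye fluorescence at 480/520 nm.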
# CXXC DNA block – MLL CXXC-DNA interaction inhibition. Q03164. MLL-CXXC / FITC-HOXA9 DNA fluorescence polarization. Potency, µM (highest dose often 115 µM), for inactives: at the top dose activity change, negative = inhibition, actives largely listed as inhibitors. actives 0.037% (n = 290,000). AID 2662; active = well fitted inhibition curve with a large enough effect in the polarisation, with a control signal flat, not every such curve was filed as active; inconclusive = small, poorly fitted or top-dose-only effect, or effect the other way, or a change in a side signal; inactive = no such curve, though single readings can be large or run the other way; the % refers to the polarisation; note: potency is the fitted concentration of half-maximal effect
#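 Steps: dispense CXXC domain solution (7 uM) → pin compounds or unlabeled HOX-A9 DNA control → 5 min ambient → add FLSN-HOX-A9 solution (50 nM) → spin → 30 min ambient → fluorescence polarization. Tris pH 7.5/NaCl/DTT/BSA buffer.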
# BRCA1 expr up – increases BRCA1 expression; AID 624202; actives 1.1% (n = 380,000); MCF7-BRCA1-FFLuc reporter, luminescence, 48 h; response scale: scaled: vehicle 0%, 10 µM genistein 100%; Potency, µM (titrated, usually from 46.1 µM), inactives show at the highest dose activation, usual class: activators; note: potency is the fitted concentration of half-maximal effect; nearly all actives have a fitted effect of over 80% in size; some results filed as inactive show a strong effect at the top dose
#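 Luminescence from a BRCA1-driven firefly luciferase in MCF7 cells was read after 48 h compound exposure at 37 C. Data normalized against DMSO and a 10microM genistein activation control, then curve-fitted across the titration.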
# B2AR arrestin – beta2AR (human) beta-arrestin recruitment activity; P07550; beta-arrestin recruitment to beta2AR, cell-based reporter; Potency, µM (top dose mostly 46.1 µM), inactives show top-dose activation, hits mostly activators; actives 0.02% (n = 330,000);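 note: potency is the fitted concentration of half-maximal effect; 0% = DMSO controls and full agonism = EC100 isoproterenol or metaproterenol; nearly all actives have a fitted effect of over 65% in size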
# Target sequence (P07550 whole entry, looked up): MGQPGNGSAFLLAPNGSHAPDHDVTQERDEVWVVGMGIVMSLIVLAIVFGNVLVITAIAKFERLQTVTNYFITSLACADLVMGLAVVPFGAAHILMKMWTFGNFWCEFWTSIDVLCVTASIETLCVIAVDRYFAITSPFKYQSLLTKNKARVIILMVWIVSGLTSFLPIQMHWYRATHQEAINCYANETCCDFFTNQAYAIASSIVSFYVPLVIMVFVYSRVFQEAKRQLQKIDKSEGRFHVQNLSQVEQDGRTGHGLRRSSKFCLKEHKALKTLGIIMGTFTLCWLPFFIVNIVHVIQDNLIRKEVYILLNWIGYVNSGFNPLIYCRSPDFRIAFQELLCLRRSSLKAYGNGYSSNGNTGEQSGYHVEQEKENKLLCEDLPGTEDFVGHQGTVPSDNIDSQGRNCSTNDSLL
# ELG1 DNA repair – inhibitors of ELG1-dependent DNA repair in HEK293T cells | HEK293T ELG1-luciferase reporter, luminescence, 16 h; DNA damage induced by 5-fluorouridine | Potency, µM (series often up to 46.1 µM), inactives show top-dose activity change, negative = inhibition, most hits filed as inhibitors | actives 2.3% (n = 330,000) | AID 504467; note: potency is the fitted concentration of half-maximal effect; % is set by controls: 0 for no effect and ±100 for the full control effect; nearly all actives have a fitted effect of over 55% in size
#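 HEK293T cells expressing luciferase-tagged ELG1 (2,000/well) received 5-Fluorouridine plus compound or DMSO for 16 hr at 37 °C. Luciferase was read by ONE-Glo luminescence after 30 min at room temperature.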
# A-T KAP1 phos – candidate therapy for ataxia-telangiectasia; Potency, µM (titrated, usually from 57.5 µM), inactives show top-dose activation, usual class: activators; actives 0.19% (n = 320,000); […] A-T fibroblasts, KAP-1 phosphorylation AlphaLISA; neocarzinostatin DNA damage 30 min before lysis; AID 485349; note: potency is the fitted concentration of half-maximal effect; % of control where 0% means no effect; nearly all actives have a fitted effect of over 45% in size
#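 hTERT-immortalized A-T patient fibroblasts ([…]), 500 cells/well in OPTI-MEM, 1% FBS, got compounds for 60 min, then NCS for 30 min at 37C. Lysates were then assayed for phospho-KAP-1 by AlphaLISA (anti-pKAP1 donor, anti-KAP1 acceptor beads), 6 hr at 25C.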
# The depositor's hits bear a star; u = inconclusive; x = not tested or not shown; & = joins results of further samples; [ ] = remark or other dose. Unless noted, calls come from the whole dose curve; as a rule, active = well fitted curve in the direction sought with a large enough effect; inconclusive = small, poorly fitted or top-dose-only effect, or another doubt; inactive = no such curve, though single readings can be large; an effect the other way counts as inactive or inconclusive.
SMILES,TSG101-PTAP inh,a7 integrin act,TCR act,p53 reactivator,TRPV1 ag,CXXC DNA block,BRCA1 expr up,B2AR arrestin,ELG1 DNA repair,A-T KAP1 phos
COc1ccc(CCNC(=O)c2c(C)nn(CC(C)C)c2Cl)cc1,-3%,24%,2%,7%,12,-15%,-4%,-0.1%,-4%,-2%
O=C1C2C3C=CC(C3)C2C(=O)N1c1n[nH]c(CCc2ccccc2)n1 (centres undefined),-3%,4%,x,1%,2,-5%,6%,-1.1%,12%,-6%
O=[N+]([O-])c1ccc(C2NS(=O)(=O)N=C3CCCCCN32)cc1 (centres undefined),-4%,18%,0%,3%,1,3%,11%,0.5%,0%,-3%
CC(NC(=O)C1CCN(S(=O)(=O)c2cnc[nH]2)CC1)c1ccccc1 (centres undefined),0%,3%,2%,1%,2,2%,-18%,-0.4%,0%,2%
COC(=O)C(Cc1ccc(O)cc1)NC(=O)c1ccccc1 (centres undefined),-5%,-11%,5%,5%,3,4%,3%,-0.3%,12%,3%
Cc1cc(C)c(C(=O)COC(=O)C2CCN(c3ccc(C(F)(F)F)cn3)CC2)cc1C,2%,16%,2%,6%,6,x,0%,0.2%,6%,10%
Cc1cc(C(=O)OCC(=O)NCc2ccco2)c(C)n1-c1ccc(F)cc1,-3%,-21%,-2%,u,0,4%,-59%,-0.6%,5%,-9%
Cc1nn(Cc2ccc(C(=O)N/N=C/c3ccncc3)o2)c(C)c1Cl,-4%,0%,-6%,-11%,3,-4%,-12%,-0.2%,u,1%
O=C(c1cc2nc(-c3ccco3)cc(C(F)(F)F)n2n1)N1CCCCCC1,1%,1%,-1%,17%,2,-6%,-17%,0.2%,11%,15%
COc1ccc(NC(C)=O)c([N+](=O)[O-])c1[N+](=O)[O-],-3%,-22%,0%,x,x,x,-50%,x,x,x
Cc1cc(C(=O)OCC(=O)Nc2cc(S(=O)(=O)N(C)C)ccc2C)c(C)o1,x,x,x,3%,-3,-2%,x,-0.3%,u,1%
COc1ccccc1NC(=O)c1ccc(NC(=O)CSc2nc(N)cc(=O)[nH]2)cc1,1%,-12%,-4%,7%,-2,x,-7%,-0.2%,u,10%
Cc1cccc(S(=O)(=O)Nc2cc(Cl)ccc2N2CCOCC2)c1,-9%,-9%,-5%[46.1 µM],3%,x,x,-33%,-0.3%,-9%,16%
C=CCN(CC=C)C(=O)c1cccc(OC2CCN(S(=O)(=O)N(C)C)CC2)c1,-2%,-8%,-8%,-9%,-3,-2%,-48%,-0.2%,u,10%
CCN(CC)S(=O)(=O)c1ccc(N2CCCC2)c(NC(=O)c2ccc(N3CCCC3=O)cc2)c1,-6%,0%,-1%,-9%,-2,x,-26%,0.2%,-4%,1%
CCOCCCNC(=O)C1CCC(CNS(=O)(=O)c2ccc(Cl)cc2)CC1 (centres undefined),0%,13%,x,0%,16,15%,2%,0.0%,1%,x
CCCCc1cc(=O)oc2cc(C)cc(OC(C)C(=O)O)c12 (centres undefined),-9%,-10%,6%,-7%,3,5%,1%,-0.1%,11%,3%
COc1ccc(S(=O)(=O)N2CCOCC2)cc1NC(=O)CN1CCCCCC1,1%,10%,-3%,-1%,2,-4%,2%,0.3%,10%,2%
COc1cc(OC)c(NC(=O)CCNS(=O)(=O)c2cc(Br)cnc2N)cc1Cl,-1%,3%,6%,-8%,4,-5%,-22%,-0.2%,-11%,3%
CC(=O)Nc1cccc(NCC(=O)Nc2cc(S(=O)(=O)N3CCCCC3)ccc2Cl)c1,1%,-2%,0%[46.1 µM],-5%,x,x,-42%,-0.6%,u,-14%
Cc1ccc(S(=O)(=O)N(CC(=O)NC2CCCC2)c2cccc(C)c2)cc1,-4%,27%,2%[46.1 µM],-16%,u,0%,-21%,3.5%,1%,3%
Cc1noc(C)c1CSc1nc2ccccc2c(=O)n1-c1ccc(Cl)cc1,0%,8%[7.66 µM],x,-2%,-8,36%[activator],-98%,0.1%,u,5%
COC(=O)C(CCSC)NC(=O)CNS(=O)(=O)c1ccc(F)cc1 (centres undefined),-3%,5%,6%,-4%,-2,0%,-19%,-0.4%,4%,-4%
C#CCOCCOCCOCCNc1nc(N2CCN(C(=O)CCCCCCCCCCNC(=O)[C@@H](CCSC)n3cc(CCO)nn3)CC2)nc(N2CCN(C(=O)CCCCCCCCCCNC(=O)[C@H](CCC(=O)O)n3cc(CCCCCN)nn3)CC2)n1,-2%,0%,6%,20%,0,x,0%,0.2%,-29%,6%
Cc1c(C(=O)N/N=C/c2ccc(N3CCOCC3)cc2)nc2ccccn12,-10%,-32%,1%,0%,-2,14%,6%,0.1%,5%,-1%
# (listing goes on)
SMILES,TSG101-PTAP inh,a7 integrin act,TCR act,p53 reactivator,TRPV1 ag,CXXC DNA block,BRCA1 expr up,B2AR arrestin,ELG1 DNA repair,A-T KAP1 phos
Cc1cc(C)c2c(n1)SCC(=O)N2CC(=O)Nc1ccc(F)cc1,-3%,9%,5%,x,1,x,-7%,0.4%,-4%,3%
CC(C)OC(=O)NCCOC(=O)Nc1ccc(Cl)c(Cl)c1,-4%,-37%,5%[46.1 µM],-1%,u,6%,-18%,0.9%,-12%,3%
C(=N/Nc1nccs1)/c1cccnc1,-1%,10%,-4%,5%,4,-8%,19%,-1.1%,26%,1%
Cc1sc2nc(C3CC3)nc(N3CCN(C(=O)c4ccc(Cl)cc4)CC3)c2c1C,-2%,-38%,-1%,-7%,16,15%,-50%,0.7%,23µM*,x
CCOc1ccc(S(=O)(=O)Oc2ccc3ccccc3c2)cc1,-4%,2%,3%[46.1 µM],u,12,10%,-2%,1.1%,16%,7%
Cc1cc[n+](CCC(=O)O)c2ccccc12,-9%,1%,5%,-5%,0,14%,0%,-0.3%,20%,4%
O=C(COC(=O)c1c(F)cccc1F)NCc1cccs1,-8%,19%,-3%,0%,x,x,-11%,-0.1%,0%,1%
CCOc1ccccc1-n1nnnc1SCC(=O)NC(=O)NCc1ccco1,-7%,-10%,0%,4%,1,4%,1%,0.2%,26µM*,4%
CCN1CCN(CCCNC(=O)CS(=O)(=O)Cc2nc(-c3ccccc3C)oc2C)CC1,0%,17%,-3%,-5%,3,-10%,-8%&2%,-1.0%,8%,7%
CCOc1ccc(NC(=O)CN(C)CC(=O)Nc2ccccc2SC)cc1OCC,0%,15%,6%[46.1 µM],-32%[inhibitor],1,3%,-12%,0.1%,u,0%
CCC1(c2ccccc2)C(=O)N(C(=O)OC(C)(C)C)N1C(=O)OC(C)(C)C (centres undefined),-5%,1%,8%,5%,u,x,-16%,-0.4%,12%,1%
CC(C)c1ccc(S(=O)(=O)c2nnn3c2nc(N2CCCCC2)c2ccccc23)cc1,-2%,0%,-4%[46.1 µM],3%,6,-1%,-46%,-0.2%,7%,-7%
Cc1cc2occ(CC(=O)N(C)CC(=O)Nc3ccccc3Br)c2cc1C,-1%,5%,-2%,-3%,29,x,-19%,-1.9%,-14%,2%
Cc1ccc(CC2SC(=Nc3ccccc3)N(c3ccccc3)C2=O)cc1 (centres undefined),1%,50%,-1%,0%,27,-12%,-62%,0.8%,-11%,17%
COCCOC(=O)C1=C(C)NC2=C(C(=O)CC(c3cccs3)C2)C1c1ccsc1 (centres undefined),0%,-18%,2%,-24%,1,2%,-48%,-0.1%,-7%,7%
O=c1[nH]c2cc3c(cc2cc1CN(Cc1ccco1)C(=S)NCC1CCCO1)OCCO3 (centres undefined),-10%,-17%,-3%,-1%,4,-1%,-52%,0.1%,1%,0%
CC(=O)c1c(C)[nH]c(C(=O)COc2ccc3ccc(=O)oc3c2)c1C,-1%,11%,-5%,-3%,-3,x,-21%,0.2%,u,4%
CCCC(C)c1nnc(NC(=O)C2CC(=O)N(c3ccc(OCC)cc3)C2)s1 (centres undefined),-7%,-19%,1%,-1%,1,1%,0%,0.1%,-1%,-1%
CCOC(=O)[C@H]1[C@H]2COc3ccc(OC)cc3[C@@H]2N2C(=O)CN(CCc3c[nH]c4ccccc34)C(=O)[C@@]12C,0%,-14%,-2%,-9%,9,x,-39%,-0.2%,-63%,1%
COC(=O)Cn1c(=NC(=O)CN2C(=O)CCC2=O)sc2cc(S(N)(=O)=O)ccc21,-4%,18%,3%[46.1 µM],-3%,-2,6%,-1%,-1.0%,2%,13%
CC12CN(C(=S)Nc3ccccc3)CC(C)(CN(C(=S)Nc3ccccc3)C1)C2=O,-3%,-14%,4%,5%,-1,-2%,-16%,-0.2%,-1%,3%
CC(C)[C@H](NC(=O)C1CCN(S(=O)(=O)c2ccccc2)CC1)C(=O)NCc1ccco1,0%,u,-9%,0%,0,14%,0%,0.1%,13%,9%

# Sorted by value in a7 integrin act (descending): three from the list above
smiles	a7 integrin act
COC(=O)Cn1c(=NC(=O)CN2C(=O)CCC2=O)sc2cc(S(N)(=O)=O)ccc21	18%
O=c1[nH]c2cc3c(cc2cc1CN(Cc1ccco1)C(=S)NCC1CCCO1)OCCO3 (centres undefined)	-17%
CCCC(C)c1nnc(NC(=O)C2CC(=O)N(c3ccc(OCC)cc3)C2)s1 (centres undefined)	-19%
